OX1R antag-1 = OX1R (HCRTR1) antagonists, primary screen, fluorescence, CHO/OX1R cells, Fluo-8 calcium, orexin A | Fluo-8 calcium fluorescence | inhibition, % at 5 µM | Orexin/Hypocretin receptor type 1 (Homo sapiens), O43613 | 330,000 compounds, 0.43% hits | AID 434989, 2010;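 active = inhibition above its plate's threshold, mean inhibition of all tested compounds on the plate plus 3 SD, cut at about 37% in these data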;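 also: 0% = orexin A challenge wells and 100% = SB-334867-A antagonist wells; not every result past the cut was called active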
Target sequence (O43613 whole entry, looked up): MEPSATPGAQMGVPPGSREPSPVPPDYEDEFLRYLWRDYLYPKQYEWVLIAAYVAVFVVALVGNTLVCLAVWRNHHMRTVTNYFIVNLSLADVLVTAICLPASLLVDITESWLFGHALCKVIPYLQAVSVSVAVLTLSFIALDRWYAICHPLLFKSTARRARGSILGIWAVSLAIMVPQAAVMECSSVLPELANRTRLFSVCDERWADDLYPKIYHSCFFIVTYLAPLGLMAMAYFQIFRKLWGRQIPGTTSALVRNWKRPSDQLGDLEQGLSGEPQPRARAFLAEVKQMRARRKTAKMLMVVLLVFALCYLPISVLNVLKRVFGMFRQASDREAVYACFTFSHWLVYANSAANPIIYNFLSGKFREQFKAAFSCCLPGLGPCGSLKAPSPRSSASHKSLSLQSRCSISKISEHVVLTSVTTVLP
STK33 kinase inh = inhibitors of purified STK33 kinase, primary screen, biochemical, ADP-Glo luminescence, homogeneous, cell-free | Serine/threonine-protein kinase 33 (Homo sapiens), Q9BYT3 | MBP phosphorylation | inhibition, % at 10 µM | 320,000 compounds, 0.073% hits;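 active = inhibition at or above 25%, using the most active replicate where run in duplicate; inactive = inhibition below 25%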
Target sequence (Q9BYT3 whole entry, looked up): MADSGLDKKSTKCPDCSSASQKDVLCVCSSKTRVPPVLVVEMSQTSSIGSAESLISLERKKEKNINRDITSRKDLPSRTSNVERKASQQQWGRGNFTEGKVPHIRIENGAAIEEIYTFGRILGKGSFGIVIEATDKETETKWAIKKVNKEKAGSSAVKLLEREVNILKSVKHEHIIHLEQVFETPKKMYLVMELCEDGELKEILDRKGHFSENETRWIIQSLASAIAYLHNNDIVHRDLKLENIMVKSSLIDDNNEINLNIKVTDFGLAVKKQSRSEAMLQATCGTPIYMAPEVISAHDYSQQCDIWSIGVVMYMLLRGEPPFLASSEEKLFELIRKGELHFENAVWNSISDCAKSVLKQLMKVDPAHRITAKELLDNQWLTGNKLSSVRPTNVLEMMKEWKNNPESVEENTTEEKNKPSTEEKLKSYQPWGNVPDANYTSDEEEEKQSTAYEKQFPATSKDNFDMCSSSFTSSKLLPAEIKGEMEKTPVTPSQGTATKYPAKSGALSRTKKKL
OX1R antag-2 = antagonists of human orexin 1 receptor (OX1R); Orexin/Hypocretin receptor type 1 (Homo sapiens), O43613; OX1R-expressing cells, FRET antagonist read-out; inhibition, % at 6.6 µM; 330,000 compounds, 1.8% hits; AID 485270, 2010; in the data active = inhibition mostly above about 38%, no sharp cut-off; inactive = mostly below about 40%;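 also: 0% = agonist challenge alone and 100% = reference antagonist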
* hit, by the source's call; x = no result given.

SMILES	OX1R antag-1	STK33 kinase inh	OX1R antag-2
CC(C)CC(=O)c1c[nH]c(C(=O)NCC2CCCO2)c1 (configuration not stated)	-3	-1.3	37
O=c1c2ccccc2[nH]c2ccc(F)cc12	-2	-0.9	45
Cc1cccc(NS(=O)(=O)c2ccc(C(=O)N3CCN(c4ccccc4O)CC3)cc2)c1C	16	-1.1	20
CCN(CC(=O)Nc1c(F)cccc1F)C(=O)CSc1nc2ccccc2o1	-17	-0.6	29
Fc1ccc(NCc2nnc(SCc3nnc(-c4ccccc4)o3)n2CC2CCCO2)cc1 (configuration not stated)	-21	1.8	13
O=C1C2C(c3cccc(/C=C/c4ccccc4)c3)CC=CC2C(c2ccc3ccccc3c2)N1Cc1ccccc1 (configuration not stated)	-10	-1.6	9
O=c1c2ccc([N+](=O)[O-])c3cccc(c32)c2nc3ccccc3n12	8	-0.3	3
COc1ccc(C(CNC(=O)C2CCN(S(=O)(=O)c3ccc(F)cc3)CC2)N(C)C)cc1 (configuration not stated)	-2	1.5	5
CCN1CCN(S(=O)(=O)c2ccc(Cl)c(C(=O)NC(C)c3ccccc3Cl)c2)CC1 (configuration not stated)	-30	-0.2	26
Cc1ccccc1CSCCNC(=S)Nc1ccccc1	-20	-1.4	-1
CNC(=O)C(=O)Nc1cc2c3c(c1)CCC(=O)N3CCC2	-3	0.7	5
CCN(CC)CCCNc1nnc(C)c(=O)[nH]1	-20	-0.4	12
Cc1ccc(NC(=O)C2(S(=O)(=O)c3ccc(Cl)cc3)CC2)cc1	-27	0.4	14
Cc1csc2nc(COC(=O)c3ccc(Cl)c([N+](=O)[O-])c3)cc(=O)n12	-3	-0.5	5
COc1ccc(S(=O)(=O)N2CCCC(C(=O)NCC3CCCO3)C2)cc1OC (configuration not stated)	-6	-2.3	17
CN1C(=O)C(O)(CC(=O)c2ccc(F)cc2)c2cc(Br)ccc21 (configuration not stated)	-16	-0.8	13
Nc1c(Cl)ncnc1N/N=C/c1ccccn1	1	0.2	92*
COCC(C)NC(=O)c1cccc([N+](=O)[O-])c1 (configuration not stated)	2	-1.7	127*
COc1ccc(NC(=O)CC2C(=O)N(c3ccc(OC)cc3)C(=S)N2NC(=O)c2cccc(F)c2)cc1 (configuration not stated)	-16	0.1	13
CC(C)CC1NC(=O)c2ccccc2-n2c1nc1cc(F)ccc1c2=O (configuration not stated)	-6	-2.0	3
COc1ccccc1-c1cc(C(=O)N/N=C\c2cn(C)nc2C)c2ccccc2n1	-13	-2.3	18
C/C(=N\NC(=O)c1n[nH]c2c1CCC2)c1cccs1	-12	7.6	17
Cc1cccc(OCC(O)CNC(=O)c2ccccc2C(=O)O)c1 (configuration not stated)	-16	-1.6	-2
COc1ccc(Cl)cc1NC(=O)CSc1nnc(-c2ccco2)o1	1	-1.5	3
O=S(=O)(CC(O)COc1ccc(Br)cc1)c1ccccc1 (configuration not stated)	-2	-1.0	10
COc1ccc(S(=O)(=O)N(C)CC(=O)NCc2ccccc2)cc1OC	-18	-1.3	2
O=C(NCc1ccccc1)c1onc(CSc2ccc(F)cc2)c1C(=O)NCc1ccccc1	-22	-0.1	12
Cc1ccccc1SCC(=O)NCCCn1ccnc1	7	0.1	9
CCSc1nnc(NC(=O)/C=C/c2ccc3c(c2)OCO3)s1	-5	0.0	4
CCOC(=O)N1CCN(C(=O)C2CCCN(S(C)(=O)=O)C2)CC1 (configuration not stated)	-9	-0.8	18
CCN(CC(=O)Nc1cc(Cl)ccc1C)C(=O)c1ccc2c(c1)NC(=O)C(C)S2 (configuration not stated)	-40	0.1	8
COc1ccccc1NS(=O)(=O)c1ccc(N2CCOCC2)c(NC(=O)c2ccco2)c1	-15	-3.4	9
O=C(CCc1nc(-c2ccccc2Cl)no1)Nc1cccnc1	-5	0.5	18
O=C1NC(=O)/C(=C\c2ccc(Sc3ccc(Cl)cc3)o2)N1	-12	0.4	25
CC(/C=C/c1ccccc1)=N\NC(N)=S	-7	-0.9	1
O=C(c1sc2ccccc2c1Cl)N1CCN(c2ncccn2)CC1	-4	-0.4	46

OX1R antag-2, hit marks shown above.
SMILES	OX1R antag-1	STK33 kinase inh	OX1R antag-2
Nc1c(Cl)ncnc1N/N=C/c1ccccn1	1	0.2	92*
COCC(C)NC(=O)c1cccc([N+](=O)[O-])c1 (configuration not stated)	2	-1.7	127*

Carrying on:
SMILES	OX1R antag-1	STK33 kinase inh	OX1R antag-2
Cc1cc(C)c2c(n1)nn1c(NCCOCCO)cc(C)nc21	-22	-0.3	17
CCC(=O)Nc1ccc(Cl)c(NC(=O)c2ccccc2OC)c1	-31	-0.5	29
COCCNCCCCSc1ccc(Cl)cc1	-18	-2.1	10
Cc1ccccc1-c1nnn(CC(=O)N2CCN(S(=O)(=O)c3ccc(Cl)cc3)CC2)n1	-18	-1.8	10
Cc1c(C(=O)Nc2ccccc2C(=O)N2CCCC2)cccc1[N+](=O)[O-]	-15	0.1	12
NC(=O)NC(=O)COC(=O)c1ccc2noc(-c3ccccc3)c2c1	-12	1.3	28
CCc1ccc(NC(=O)C2CCCN(S(C)(=O)=O)C2)cc1 (configuration not stated)	-10	0.6	14
CCCNC(=O)c1ccccc1C(=O)NCCC	-11	-0.4	12
O=c1c2oc3ccccc3c2ncn1Cc1ccccc1Cl	-16	-2.8	14
Cc1ccc(S(=O)(=O)Nc2ccc(C(=O)OCC(=O)N(CCC#N)c3ccccc3)cc2)cc1C	19	0.9	14
COc1cc(-c2nnc(NC(=O)c3ccco3)o2)cc(OC)c1OC	-5	-0.9	3
COc1ccc(NC(=O)CN2CCc3ccccc3C2)c(OC)c1	-14	-1.1	-4
COc1cc(N2C(=O)c3ccccc3C2=O)c(Cl)cc1C(=O)OCC(=O)NCc1ccco1	-5	-0.1	37
CCOc1ccc(NC(=O)C2CCN(S(=O)(=O)CC)CC2)cc1	-2	-1.0	10
COc1ccc(C(C(=O)NC(C)(C)C)N(C(=O)Cn2nnc3ccccc32)c2ccc(C(C)=O)cc2)cc1O (configuration not stated)	-3	-7.5	6
Cc1cccc(NC(=O)NCCN2CCN(c3ccccc3)CC2)c1C	-16	1.4	2
Cc1ccc2[nH]c3c(c2c1)SC(C)(C)CC3=O	-3	-0.8	11
CCCCC(=O)NCCc1cc2ccc(OC)cc2[nH]c1=O	-17	-0.2	14
Cc1nnc2n1N=CC=C(C(C)(C)C)S2	1	-0.9	14
Cc1ccccc1N1CCN(C(=S)c2ccccc2)CC1	-35	0.1	12
COc1ccc(/C=C2\Oc3cc(OCC(=O)N4CCC[C@H]4C(=O)O)ccc3C2=O)cc1OC	-4	0.4	51*
Cc1ccc(S(=O)(=O)NC(=O)Nc2ccc(Cl)cn2)cc1	1	-0.2	7
Oc1ccc(-c2nccc(-c3ccc(F)cc3)n2)cc1	-18	0.4	4
CC(NCc1ccc(N(C)C)cc1)C1CC2CCC1C2 (configuration not stated)	-20	-0.2	10
O=C(c1cc(-c2ccncc2)nc2ccccc12)N1CCN(c2ncccn2)CC1	-22	0.9	13
CN(CC(=O)N1CCN(c2ccccn2)CC1)S(=O)(=O)c1ccc(Br)cc1	-25	-1.5	28
C[C@H](NC(=O)c1nc[nH]c1C(=O)N[C@@H](C)C(=O)OC(C)(C)C)C(=O)OC(C)(C)C	-11	0.7	13
C[C@H](CO)N1C[C@H](C)[C@@H](CN(C)C(=O)NC2CCCCC2)Oc2ccc(NC(=O)Nc3ccc(C(F)(F)F)cc3)cc2C1=O	-4	0.7	5
COCCOC(=O)c1[nH]c2c(c1C)C(=O)CC(c1cc(OC)c(OC)c(OC)c1)C2 (configuration not stated)	-23	-0.1	-3
CCOc1ccccc1NC(=O)COn1nnc2ccccc21	-21	-1.1	16
Cc1ccc(N2C(=O)N(CC(=O)NCc3ccccc3Cl)C(=O)C2C)cc1 (configuration not stated)	-21	-0.2	18
O=C(NCCCc1ccncc1)C1CCC(=O)N(CCc2cccc(F)c2)C1 (configuration not stated)	-13	-2.1	1
COCCNC(=O)c1sc2ncn(CC(=O)Nc3ccc(C)c(Cl)c3)c(=O)c2c1C	-2	x	11
Cc1ccc(S(=O)(=O)NC2CCCC2)cc1C	0	0.7	12
CCOC(=O)c1ccccc1NC(=O)COC(=O)CSC(C)C(=O)Nc1cc(C)on1 (configuration not stated)	-20	-2.0	33
O=C(O)CCCCCN1C(=O)C2CCCCC2C1=O (configuration not stated)	5	-0.9	10
O=C(O)CSc1nc(SCc2ccccc2Cl)nc2c1CCCC2	-11	-1.0	36
Cc1ccc2nc(SCC(=O)Nc3ccc(Cl)cc3)nc(=O)n2c1	-18	-1.3	7
O=C(NCCN1CCOCC1)/C(=C\c1ccc(F)cc1)NC(=O)c1ccccc1	0	1.0	8
CCCC1(c2ccccc2)NC(=O)N(CC(=O)Nc2cc(C)on2)C1=O (configuration not stated)	19	-1.3	8
Cc1ccc2cc(CN(C(=O)C3CCCO3)C3CCCCC3)c(=O)[nH]c2c1 (configuration not stated)	-11	0.3	-2
C#CCOc1ccc(/C=C2/C(=O)N(c3cccc(C(=O)O)c3)N=C2C)cc1OC	-9	-0.1	8
COc1cccc(C(=O)NNc2nc(C)cc(C)n2)c1	-6	-2.4	13
C=CCn1c(SCc2cc(=O)n3ccsc3n2)nc2scc(C3CC3)c2c1=O	-26	0.2	16
O=c1[nH]c2ccc(Cl)cc2c(-c2ccccc2)c1N1CCOCC1	-25	-3.0	9
Cc1ccc2c(CC(=O)O)coc2c1C	-7	2.6	12
O=C(CCC(=O)N1CCN(S(=O)(=O)c2ccc(Cl)cc2)CC1)Nc1cccc(Br)c1	-7	-0.2	5
COc1ccc(C(=O)Nc2cc(C)nn2-c2nc3ccccc3[nH]2)c(OC)c1	-23	-4.9	33

Some of these compounds in order of number of heavy atoms, low to high:
SMILES	OX1R antag-1	STK33 kinase inh	OX1R antag-2
Cc1ccc2cc(CN(C(=O)C3CCCO3)C3CCCCC3)c(=O)[nH]c2c1 (configuration not stated)	-11	0.3	-2
COc1ccc(C(=O)Nc2cc(C)nn2-c2nc3ccccc3[nH]2)c(OC)c1	-23	-4.9	33
O=C(NCCN1CCOCC1)/C(=C\c1ccc(F)cc1)NC(=O)c1ccccc1	0	1.0	8
O=C(CCC(=O)N1CCN(S(=O)(=O)c2ccc(Cl)cc2)CC1)Nc1cccc(Br)c1	-7	-0.2	5

The list continues.
SMILES	OX1R antag-1	STK33 kinase inh	OX1R antag-2
CC12C(=O)N(c3ccccc3)C(=O)C1C(c1ccccc1)N1CCCN12 (configuration not stated)	-20	-0.6	6
C=CCNC(=O)COc1ccc(N(C)S(=O)(=O)c2ccc(NC(C)=O)cc2)cc1	-23	1.1	18
COc1ccc(Cl)cc1C(=O)NNC(=O)C1COc2ccccc2O1 (configuration not stated)	-13	-0.9	15
CCNC(=O)N(C)C[C@H]1N[C@@](C)(C(=O)OC)[C@H]2C(=O)N(Cc3ccccc3)C(=O)[C@@H]12	-1	0.0	0
COc1cc(C2C3=C(CCCC3=O)Nc3[nH]n(-c4ccccc4)c(=O)c32)cc(OC)c1OC (configuration not stated)	-4	-1.7	40
Cc1ccc(SCc2cc(=O)[nH]c(/N=C(\N)Nc3cccc4ccccc34)n2)cc1	-10	-0.9	0
Brc1ccc(C2=Nc3cccc4cccc(c34)N2)o1	-5	0.3	10
COC(=O)c1ccc(S(=O)(=O)N2CCCCCC2)n1C	-8	0.0	6
COc1ccc(OC)c(Nc2nc(N)c([N+](=O)[O-])c(NC3CCCCC3)n2)c1	-9	-0.3	6
CN(c1ccc(C(=O)N2CCN(Cc3ccccc3)CC2)cc1)S(=O)(=O)c1ccc(Cl)cc1	-7	-0.6	18
Cc1ccc(NC(=O)Cn2ncn3c(cc4ccccc43)c2=O)c(C)c1	-20	-2.2	8
Cc1cc(C[n+]2ncsc2N)c2ncccc2c1	-16	-1.4	5

Copied from the list:
OX1R antag-1, COC(=O)c1ccc(S(=O)(=O)N2CCCCCC2)n1C is entered as -8
STK33 kinase inh, Cc1ccc(NC(=O)Cn2ncn3c(cc4ccccc43)c2=O)c(C)c1 is entered as -2.2
STK33 kinase inh, COc1ccc(OC)c(Nc2nc(N)c([N+](=O)[O-])c(NC3CCCCC3)n2)c1 is entered as -0.3
OX1R antag-2, COc1cc(C2C3=C(CCCC3=O)Nc3[nH]n(-c4ccccc4)c(=O)c32)cc(OC)c1OC (configuration not stated) is entered as 40
OX1R antag-2, C=CCNC(=O)COc1ccc(N(C)S(=O)(=O)c2ccc(NC(C)=O)cc2)cc1 is entered as 18

New compounds follow:
SMILES	OX1R antag-1	STK33 kinase inh	OX1R antag-2
CCOc1ccc(-c2c(=O)n(O)c3ccccc3[n+]2[O-])cc1	-4	0.3	8
N#Cc1ccccc1OCC(=O)OCCCOC(=O)COc1ccccc1C#N	-22	-2.8	12
Cc1ccc2cc(CN(Cc3ccco3)C(=S)NCC3CCCO3)c(=O)[nH]c2c1C (configuration not stated)	-42	0.4	13
O=C(CSc1nnc(CNC(=O)c2ccccc2)o1)NCc1ccc2c(c1)OCO2	-9	-2.4	14
CCOC(=O)/C=C/c1ccc2oc3ccccc3c(=O)c2c1	-27	3.6	19

Compound activity deposited in PubChem by several laboratories.
